NCI-60 one-dose screen, 48 h, at 10 µM unless noted. Numbers give growth in % (100 = growth as untreated, 0 = no growth, -100 = all killed).
SK-MEL-5 = SK-MEL-5 melanoma; 80,000 tested, 6.4% active; AID 1794755
UACC-257 = UACC-257 melanoma; 78,000 tested, 4.4% active; AID 1794764
SK-MEL-28 = SK-MEL-28 melanoma; AID 1794761; 81,000 tested, 4.1% active
MDA-MB-435 = MDA-MB-435 melanoma. 82,000 tested, 7.8% active. AID 1794794
UACC-62 = UACC-62 melanoma. 81,000 tested, 5.4% active. AID 1794756
SK-MEL-2 = SK-MEL-2 melanoma; 77,000 tested, 4.7% active; AID 1794763
A549/ATCC = A549/ATCC NSCLC; AID 1794740; 81,000 tested, 3.7% active
M14 = M14 melanoma; 80,000 tested, 6.2% active; AID 1794745
Starred values were filed as active, the others as inactive; nt = no result given; & = joins results of further samples. The calls were made as follows: active = growth percent below 10; inactive = the rest. Rows were taken by chance; about 11% have a hit in one of these screens.

cpd	Structure	SK-MEL-5	UACC-257	SK-MEL-28	MDA-MB-435
1	CCOC(=O)C1=C(N)N(c2ccc(C)cc2)C2=C(C(=O)CC(C)(C)C2)C1c1ccccc1Br (stereo not given)	77	84	94	83
2	Cc1ccc(C(=NN=C(N)N)c2ccc(C)cc2)cc1	-69*	26	21	-39*
3	Cc1ccc(-c2cc(C(=O)Nc3ccc(S(=O)(=O)Nc4onc(C)c4C)cc3)[nH]n2)c(O)c1	100	102	105	102
4	COc1cc(-c2ccccc2)c(-c2nc(-c3ccccc3)c(-c3ccccc3)n2CC(C)C)cc1OC	68	74	96	84
5	COc1ccc(C(=O)c2cc(C(=O)/C=C/c3ccc(Br)cc3)c3cc(C)ccn23)cc1	99	106	105	109
6	c1ccc(NCc2ccco2)cc1	114	119	108	114
7	COc1cc2c(cc1O)CCc1cc(O)cc(OC)c1-2	99	95	100	96
8	COC(=O)Cc1nc2ccccc2n1C(=O)N1c2ccccc2Sc2ccccc21	80	89	100	92
9	O=C(CCc1nnc(-c2cc(O)c(O)c(O)c2)o1)c1nc2ccccc2[nH]1	106	111	112	96
10	COc1cccc(NC(=O)N2CCN(c3nc(-c4ccc(C)cc4)nc4ccccc34)CC2)c1	74	92	87	76
11	COc1ccc(CCC(=O)O)c(C(CC(=O)O)C(=O)O)c1OS(=O)(=O)c1ccc(C)cc1 (stereo not given)	100	99	111	111
12	CCN1C(=O)N(CC)C2C1NC(=S)N2/N=C/C=C/c1ccccc1 (stereo not given)	-30*	55	61	-42*
13	COc1ncnc2[nH]cc(CN3CCN(c4ccc(F)cc4)CC3)c12	103	100	114	92
14	COc1cc(-c2cc(-c3ccccc3)nc(N)c2C#N)cc(OC)c1OC	95	108	110	97
15	CC(=O)N1N=C(c2ccc(Cl)cc2)CC1c1cccc(Nc2ccnc3cc(Cl)ccc23)c1 (stereo not given)	43	54	71	57

cpd	UACC-62	SK-MEL-2	A549/ATCC	M14
1	72	85	81	83
2	32	-4.7*	11	-75*
3	100	108	101	98
4	44	56	50	59
5	101	109	98	104
6	94	108	114	103
7	87	89	88	95
8	65	78	85	87
9	101	92	98	98
10	76	90	58	86
11	103	113	100	110
12	23	11	17	5.4*
13	106	103	96	106
14	102	116	104	104
15	60	nt	46	49

(cont.)
cpd	Structure	SK-MEL-5	UACC-257	SK-MEL-28	MDA-MB-435
16	O=C(c1ccc2ccccc2c1)c1nn(-c2ccccc2)c2nc3nc(-c4cc5ccccc5o4)cc(-c4c[nH]c5ccccc45)c3c(=O)n12	88	98	85	99
17	CC1(C)CC(=O)C2=C(C1)N(c1ccc(OC(F)(F)F)cc1)C(N)=C(C#N)C2c1ccc(F)cc1 (stereo not given)	89	86	110	98
18	COc1ccc(C(C#N)CC(=O)c2ccc(OC)c(OCc3ccccc3)c2)cc1OC (stereo not given)	32	39	91	91
19	C[C@H]1[C@H]2C3=CC[C@@H]4[C@@]5(C)C/C(=C/c6cccnc6)C(=O)C(C)(C)[C@@H]5CC[C@@]4(C)[C@]3(C)CC[C@@]2(C(=O)N2CCOCC2)CC[C@@H]1C	32	53	71	68
20	Cn1c(=O)c2c(nc3n(-c4ccc(F)cc4)c(Sc4nc(-c5ccccc5)c(C#N)c(=O)[nH]4)cn23)n(C)c1=O	82	107	106	99
21	COc1ccccc1N=Nc1c(S(=O)(=O)O)cc2cc(NC(=O)Nc3ccc4c(O)c(N=Nc5c(N)ccc6cc(S(=O)(=O)O)ccc56)c(S(=O)(=O)O)cc4c3)ccc2c1O	109	99	122	109
22	NS(=O)(=O)c1ccc(-c2cc(-c3nnc(SCC(=O)Nc4ccc(C(=O)/C=C/c5ccc(Cl)cc5)cc4)n3-c3ccccc3)c3ccccc3n2)cc1	93	104	97	94
23	Cc1ccc(NC(=O)CC2C(=O)N(Cc3ccccc3)c3nc4ccccc4n32)cc1 (stereo not given)	96	114	111	97
24	COc1ccc(C=Nc2ccccc2O)cc1	80	107	121	100
25	Cc1c(-c2nnc(/C=C/c3ccccc3)o2)nnn1-c1ccc([N+](=O)[O-])cc1	103	93	105	110
26	CCOc1ccc(NC(=O)N(O)C2(C#N)CCCCC2)cc1	105	102	106	108
27	CC(=O)OCc1c2ccccc2c(C)c2c1cc(F)c1ccccc12	86	96	103	97
28	O=S(=O)(Nc1ccc(OCc2nnc(-c3ccccc3)o2)c(F)c1)c1ccc(Cl)cc1	88	106	100	109
29	O=C(NNC(=O)c1ccc(OCc2nc3ccc(Cl)cc3[nH]2)cc1)Nc1ccc(Cl)c(C(F)(F)F)c1	70	73	53	51
30	NC(=O)c1csc(CCNC(=O)c2ccccc2)n1	101&109	99&100	105&102	109&109

cpd	UACC-62	SK-MEL-2	A549/ATCC	M14
16	59	101	83	85
17	82	93	90	102
18	64	73	54	82
19	45	96	47	57
20	73	102	98	101
21	93	92	94	103
22	71	105	95	98
23	94	105	94	103
24	98	90	102	88
25	91	103	96	86
26	101	106	94	106
27	76	101	80	94
28	78	112	77	101
29	61	109	57	79
30	98&111	114	105&90	95&108

(listing goes on)
cpd	Structure	SK-MEL-5	UACC-257	SK-MEL-28	MDA-MB-435
31	O=C(O)c1ccc(C(=O)c2cc([N+](=O)[O-])cc([N+](=O)[O-])c2)cc1	106	116	102	102
32	CCCNCC(O)CNc1ccc(Cl)cc1 (stereo not given)	99	111	111	117
33	O=C(Nc1ccc(-c2ccc3c(c2)NC(=O)/C3=C\c2ccc[nH]2)cc1)NC1CC1	94	117	111	99
34	N#CC1(C#N)C(c2ccc([N+](=O)[O-])o2)OC23CCCCC2C1(C#N)C(=N)O3 (stereo not given)	101	100	108	102
35	CC(C)(C)OC(=O)CN1CCc2c(sc3ncnc(N/N=C/c4cccc(Br)c4)c23)C1	61	83	76	63
36	CC/C=C\C/C=C\C/C=C\C/C=C\C/C=C\CCCC(=O)OCC	102	98	117	105
37	COc1ccc(/C(C)=N/NC(=O)CSc2nc3ccccc3c(=O)n2CCc2ccc(S(N)(=O)=O)cc2)cc1OC	73	107	124	92
38	CC(=O)C(/C=N/C(N)=O)=C(/C)O	110	97	115	103
39	C=C(CN=[N+]=[N-])[C@@H]1CC[C@]2(C(=O)OC)CC[C@]3(C)[C@H](CC[C@@H]4[C@@](C)(CCC#N)[C@H](C(=C)CN=[N+]=[N-])CC[C@]43C)[C@@H]12	83	72	87	87
40	Cc1ccc(-c2csc3c2c(=O)[nH]c2nnnn23)cc1	103	nt	107	103
41	O=C(/C=C/c1ccc(F)cc1)c1c(O)c2ccccc2oc1=O	98	86	105	95
42	Nc1nc(SCc2ccccc2CCl)c2[nH]cnc2n1	104	86	96	95
43	CC1=C(c2ccccc2)C(O)(c2ccccc2)C(C)C1=O (stereo not given)	69	82	92	18
44	O=C(c1c[nH]c2ccccc12)c1n[nH]c(=S)n1-c1ccc([N+](=O)[O-])cc1	88	99	107	104
45	O=Cc1cc2ccccc2nc1N1C(=O)CC(=O)NC1=O	101	98	107	105

cpd	UACC-62	SK-MEL-2	A549/ATCC	M14
31	96	98	94	102
32	94	83	109	nt
33	98	112	102	94
34	89	103	103	93
35	44	97	57	63
36	106	nt	99	111
37	80	97	101	104
38	110	119	100	108
39	65	95	74	71
40	102	105	99	87
41	90	105	96	99
42	92	nt	89	86
43	81	109	94	67
44	93	86	81	96
45	92	99	90	92

New compounds follow
cpd	Structure	SK-MEL-5	UACC-257	SK-MEL-28	MDA-MB-435
46	Cc1ccccc1OCC(O)CN1CCCCC1 (stereo not given)	103	231	115	95
47	FC(F)(F)c1ccc2c(Nc3cccc(C4CC(c5ccc6c(c5)OCO6)=NN4c4cc(Cl)cc(Cl)c4)c3)ccnc2c1 (stereo not given)	97	99	98	89
48	CC(=O)O[C@H]1Cc2c([nH]c3ccccc23)[C@H](c2ccc(Cl)cc2)N1C(=O)CCNC(C)(C)C	102	100	104	101
49	COc1cc2c(cc1OC)-n1c(cnc1-c1ccccc1)N1NC(=O)CNC(=S)/N=C/21	87	104	117	109
50	COc1ccc(C2=NOC(CC(=O)N3CCNCC3)C2)cc1OC1CCCC1 (stereo not given)	99	102	107	105
51	CCOC(=O)c1c(C)nc(C)c(C(=O)OCC)c1-c1cccc([N+](=O)[O-])c1	101	102	96	106
52	CC1(C)CC2=NOS3=C2C(=NO3)C1c1ccccn1 (stereo not given)	93	101	114	103
53	COc1ccc(/C=C(\CC(=O)c2ccc(Cl)c(Cl)c2)C(=O)NCc2ccccc2)cc1	94	99	99	95
54	N#Cc1ccc(C(=O)CSc2nc(Nc3ccc(S(N)(=O)=O)cc3)c3ccccc3n2)cc1	102	101	109	108
55	CC(C)N(c1ccc(Cl)cc1)c1nc(-c2ccc(Br)cc2)cs1	97	104	111	101
56	COc1ccc(C(=O)NNC(=O)c2cc(OC)c(OC)c(OC)c2)cc1N	108	82	111	106
57	CSCCC(NC(=O)CN)C(=O)O (stereo not given)	107	97	109	99
58	NC(=NCCCOc1ccc(F)cc1)Nc1ccc(Cl)cc1	4.3*	13	88	47
59	c1ccc(C(c2ccccc2)c2ccc(C(c3ccccc3)(c3ccccc3)c3ccccc3)cc2)cc1	103	98	104	106
60	NS(=O)(=O)Oc1cccc(NC(=O)C23CC4CC(CC(C4)C2)C3)c1	99	102	109	101

cpd	UACC-62	SK-MEL-2	A549/ATCC	M14
46	99	nt	117	90
47	86	96	93	93
48	90	121	98	95
49	81	97	97	109
50	90	105	102	90
51	67	106	97	98
52	102	95	102	96
53	71	91	85	96
54	99	118	108	103
55	95	104	100	99
56	99	92	81	98
57	106	112	92	100
58	57	85	53	53
59	101	87	97	94
60	99	114	103	102

Continuation:
cpd	Structure	SK-MEL-5	UACC-257	SK-MEL-28	MDA-MB-435
61	Cc1cccc2c1CC1(C2=O)C2C=CC(C2)S1=O (stereo not given)	98	92	108	109
62	CC(C)N(C(=O)Cc1ccccc1)C(C)C	102	93	113	112
63	O=C(O)CNC(=O)c1nc(-c2ccccc2)n(-c2ccc(Cl)cc2)n1	101	nt	121	104
64	CN(Cc1ccccc1)c1nc(Cl)c(C2CC(c3ccc(Br)cc3)=NN2c2cc(Cl)cc(Cl)c2)s1 (stereo not given)	97	89	95	103
65	CC(=O)NCCCCCNC(C)=O	99	106	106	110
66	COc1ccc(C(=O)NC(=O)Nc2ccc3c(c2)NC(=O)/C3=C\c2[nH]c(C)c(C(=O)NCCN(C)C)c2C)c(F)c1	100	101	117	109
67	CCOC(=O)CNP(=O)(OC[C@H](Cc1ccccc1)NC(=O)c1cc2ccccc2s1)Oc1ccccc1 (stereo not given in full)	91	106	96	93
68	N#Cc1ccc(Nc2ncnc3onc(-c4ccccc4)c23)cc1	100	96	111	104

cpd	UACC-62	SK-MEL-2	A549/ATCC	M14
61	97	98	92	98
62	106	97	96	104
63	98	97	96	102
64	103	100	90	99
65	104	nt	113	105
66	111	132	89	113
67	84	96	97	90
68	92	99	91	107

Screening data deposited in PubChem BioAssay by NCI.
